Screens (PubChem BioAssay)
IDE cell inh = human IDE inhibitors in live cells, primary screen, fluorescence polarization, HEK cells, FAbetaB substrate. FAbetaB cleavage. inhibition, % at 5.59 µM. 320,000 tested, 0.41% active;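 active means percent inhibition above the average of all tested compounds plus 3 SD, set per screening campaign, cut at about 16% in these data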;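 further: IDE supplied by intact live HEK cells; FP after avidin binding of uncleaved biotin substrate so inhibition keeps polarization high; 0% = DMSO wells and 100% = 60 µM reference IDE inhibitor Ii1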
CHRM5 PAM = human M5 muscarinic receptor positive allosteric modulators, primary screen, CHO-K1 cells, Fluo-8 calcium fluorescence; Muscarinic acetylcholine receptor M5 (Homo sapiens), P08912; CHO-K1 hM5, ACh EC20 PAM; 0% = ACh EC20, 100% = ACh EC100; activation, % at 3 µM; 360,000 tested, 0.3% active; AID 624038, 2012;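 active means activation above the run cutoff, the mean activation of all test compounds plus 3 SD, cut at about 18% in these data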
Target sequence (P08912 whole entry, looked up): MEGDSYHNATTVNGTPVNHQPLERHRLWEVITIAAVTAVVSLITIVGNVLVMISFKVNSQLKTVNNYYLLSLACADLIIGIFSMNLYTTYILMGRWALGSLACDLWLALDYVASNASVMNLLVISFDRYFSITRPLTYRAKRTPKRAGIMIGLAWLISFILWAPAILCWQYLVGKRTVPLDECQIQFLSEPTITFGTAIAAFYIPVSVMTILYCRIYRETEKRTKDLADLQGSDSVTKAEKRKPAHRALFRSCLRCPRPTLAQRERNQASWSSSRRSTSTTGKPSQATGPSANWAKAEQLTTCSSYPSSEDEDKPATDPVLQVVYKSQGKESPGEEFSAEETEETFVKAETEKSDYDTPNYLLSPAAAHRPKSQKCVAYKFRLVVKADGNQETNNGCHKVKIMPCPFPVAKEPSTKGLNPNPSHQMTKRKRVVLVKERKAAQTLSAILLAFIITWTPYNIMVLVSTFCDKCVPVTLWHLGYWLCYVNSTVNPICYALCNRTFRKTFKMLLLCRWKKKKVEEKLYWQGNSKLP
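Measured by: Fluo-8 calcium fluorescence; material: human M5 receptor in CHO-K1 cells; schedule: Post-acetylcholine fluorescence recording 140 s; benchmarks: low control EC20 acetylcholine (0%), high control EC100 acetylcholine (100%); read-out: Max/basal fluorescence ratio as % of EC20–EC100 ACh window; compound: single dose, 3 µM nominal final test concentration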
CHRM4 antagonist = human M4 muscarinic receptor antagonists, primary screen, CHO cells, Fluo-8 calcium fluorescence. inhibition, % at 3 µM. CHO-hM4 cells, ACh EC80. 360,000 tested, 0.73% active;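 active means inhibition above its plate's cutoff, the mean inhibition of sample wells plus 3 SD, cut at about 27% in these data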;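 further: 0% = acetylcholine EC80 with DMSO and 100% = DMSO without agonist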
Target sequence (P08173 whole entry, looked up): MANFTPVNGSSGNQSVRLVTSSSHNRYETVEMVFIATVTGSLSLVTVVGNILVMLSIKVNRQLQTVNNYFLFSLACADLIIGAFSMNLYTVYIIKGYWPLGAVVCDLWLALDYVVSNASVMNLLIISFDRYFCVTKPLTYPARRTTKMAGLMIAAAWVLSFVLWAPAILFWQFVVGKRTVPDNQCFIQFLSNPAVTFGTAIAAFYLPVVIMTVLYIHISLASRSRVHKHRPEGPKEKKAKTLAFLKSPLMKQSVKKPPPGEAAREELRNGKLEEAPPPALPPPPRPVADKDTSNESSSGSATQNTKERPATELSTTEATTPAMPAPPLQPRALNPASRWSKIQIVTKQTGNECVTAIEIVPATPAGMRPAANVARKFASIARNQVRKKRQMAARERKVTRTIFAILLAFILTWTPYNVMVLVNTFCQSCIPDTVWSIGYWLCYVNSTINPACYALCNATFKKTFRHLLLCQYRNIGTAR
CHRM5 agonist = human M5 muscarinic receptor agonists, primary screen, CHO-K1 cells, Fluo-8 calcium fluorescence; CHO-K1 hM5 cells; 0% DMSO wells, 100% maximal acetylcholine response; activation, % at 3 µM; Muscarinic acetylcholine receptor M5 (Homo sapiens), P08912; AID 624037, 2012; 360,000 tested, 0.19% active;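 active means activation above the run's mean over test compounds plus 3 SD, cut at about 23% in these data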;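 further: signal is peak over basal fluorescence ratio across the kinetic read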
CRFR2-BP ag = agonists of CRF-BP/CRF-R2 complex, primary screen, cell-based, HEK293, calcium dye fluorescence, uHTS; CRF-binding protein / CRF receptor 2 complex (human); activation, % at 13.2 µM; calcium dye fluorescence (FLIPR); percent of saturating CRF peptide response; 350,000 tested, 0.46% active;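 active means activation of at least 50%, plus an integration ratio under a set limit after plate pattern correction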;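 further: plate controls were neutral control wells without compound for no effect and CRF at EC100 for full effect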
CHRM5 antagonist = human M5 muscarinic receptor antagonists, primary screen, CHO cells, Fluo-8 calcium fluorescence | CHO-hM5 cells, ACh EC80 | inhibition, % at 3 µM | 360,000 tested, 0.59% active;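 active means inhibition above a per-plate cutoff, the mean of that plate's test compounds plus 3 SD, cut at about 27% in these data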;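 further: 0% = acetylcholine EC80 with DMSO and 100% = DMSO without agonist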
CRFR2-BP antag = antagonists of CRF-BP/CRF-R2 complex, primary screen, cell-based, HEK293, calcium dye fluorescence, uHTS; AID 588475, 2011; 350,000 tested, 0.59% active; CRF-induced calcium fluorescence; inhibition, % at 11.8 µM;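 active means inhibition of the ligand-induced calcium signal above about 50% at the single tested concentration, limit read from the data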
M4 ag = human M4 muscarinic receptor agonists, primary screen, CHO-K1 cells, Fluo-8 calcium fluorescence. CHO-K1 hM4/Gqi5; vehicle 0%, full acetylcholine response 100%. activation, % at 3 µM. 360,000 tested, 0.14% active;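 active means activation above the run mean over all test wells plus 3 SD, cut at about 32% in these data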;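 further: peak over basal fluorescence ratio per well then scaled between controls; 0% = DMSO wells and 100% = acetylcholine at EC100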
CHRM4 PAM = human M4 muscarinic receptor positive allosteric modulators, primary screen, CHO-K1 cells, Fluo-8 calcium fluorescence; 360,000 tested, 0.4% active; activation, % at 3 µM; Muscarinic acetylcholine receptor M4 (Homo sapiens), P08173; AID 624126, 2012; CHO-K1 hM4/Gqi5, ACh EC20; 0% = ACh EC20, 100% = maximal ACh;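 active means activation above its plate's cutoff, the mean activation of sample wells plus 3 SD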; further: some results filed as inactive read as strong as hits
* marks the source's active call; other numbers are inactive results.

For O=C(CS(=O)(=O)Cc1ccccc1)NCc1ccccc1Cl the results were IDE cell inh -2, CHRM5 PAM -7, CHRM4 antagonist -8, CHRM5 agonist -2, CRFR2-BP ag -0.7, CHRM5 antagonist 10, CRFR2-BP antag -2, M4 ag 1 and CHRM4 PAM 9.
`COc1cc(/C=N/NC(=O)c2csc3c2CCCC3)ccc1OCCN1CCOCC1` gave IDE cell inh 1, CHRM5 PAM -1, CHRM4 antagonist 5, CHRM5 agonist -1, CRFR2-BP ag 0.5, CHRM5 antagonist -7, CRFR2-BP antag 6, M4 ag 9 and CHRM4 PAM -2.
Screening CC(Sc1ccc(Cl)cc1)C(=O)NNC(=O)c1csc(N2CCOCC2)n1 (stereo not given) returned IDE cell inh 1, CHRM5 PAM -2, CHRM4 antagonist 2, CHRM5 agonist 1, CRFR2-BP ag 0.3, CHRM5 antagonist 1, CRFR2-BP antag -7, M4 ag 5 and CHRM4 PAM 10.
For Cc1cc(NC(=O)CCC(=O)N(CC(=O)NC2CCCC2)Cc2ccco2)no1 the results were IDE cell inh 3, CHRM5 PAM 10, CHRM4 antagonist 3, CHRM5 agonist -5, CRFR2-BP ag -1.4, CHRM5 antagonist -9, CRFR2-BP antag -7, M4 ag 2 and CHRM4 PAM 6.
Screening FC(F)(F)c1ccc(-c2nnc(-c3cccnc3)o2)cc1 returned IDE cell inh 3, CHRM5 PAM -1, CHRM4 antagonist -14, CHRM5 agonist 0, CRFR2-BP ag -1.9, CHRM5 antagonist 9, CRFR2-BP antag -2, M4 ag 0 and CHRM4 PAM 0.
For CCc1ccc2c(c1)c1nc(C)sc1n2CC(=O)OC the results were IDE cell inh 6, CHRM5 PAM -4, CHRM4 antagonist 4, CHRM5 agonist -3, CRFR2-BP ag -0.5, CHRM5 antagonist 7, CRFR2-BP antag 6, M4 ag -3 and CHRM4 PAM -6.
For CN1CCN(C(=O)CCN2C(=O)/C(=C/c3ccccc3Cl)SC2=S)CC1 the results were IDE cell inh 7, CHRM5 PAM 0, CHRM4 antagonist 5, CHRM5 agonist -2, CRFR2-BP ag -2.5, CHRM5 antagonist 0, CRFR2-BP antag -69, M4 ag 2 and CHRM4 PAM -4.
For N#C/C(=C\N1CCCCC1)S(=O)(=O)c1ccc(Cl)cc1 the results were IDE cell inh 1, CHRM5 PAM 2, CHRM4 antagonist -7, CHRM5 agonist -11, CRFR2-BP ag -3.1, CHRM5 antagonist 2, CRFR2-BP antag -4, M4 ag 3 and CHRM4 PAM 0.
For O=C(O)c1ccccc1-c1ccccc1C(=O)Nc1ccc2c(c1)C(=O)c1ccccc1-2 the results were CHRM5 PAM 9, CHRM4 antagonist 4, CHRM5 agonist 0, CRFR2-BP ag 1.1, CHRM5 antagonist 10, CRFR2-BP antag 5, M4 ag 0 and CHRM4 PAM -1.
For Cc1ccccc1CSc1nnc(C)c(=O)n1N the results were IDE cell inh 3, CHRM5 PAM -3, CHRM4 antagonist 7, CHRM5 agonist 1, CRFR2-BP ag 0.9, CHRM5 antagonist 9, CRFR2-BP antag -7, M4 ag 3 and CHRM4 PAM 1.
For Cn1c(N)c(C(=O)CSc2nc(C3CC3)n(-c3ccccc3)n2)c(=O)n(C)c1=O the results were IDE cell inh 4, CHRM5 PAM -3, CHRM4 antagonist -7, CHRM5 agonist 6, CRFR2-BP ag -1.4, CHRM5 antagonist 8, CRFR2-BP antag -12, M4 ag 2 and CHRM4 PAM 1.
For Cc1ccc(NC(=O)CCCCCC2NC(=O)NC2C)cc1 (stereo not given) the results were IDE cell inh 5, CHRM5 PAM 1, CHRM4 antagonist -1, CHRM5 agonist 1, CRFR2-BP ag 0.9, CHRM5 antagonist 7, CRFR2-BP antag 1, M4 ag 1 and CHRM4 PAM 13.
`CN(Cc1nc2ccccc2c(=O)[nH]1)C(=O)c1cccc(S(=O)(=O)N2CCCC2)c1` gave IDE cell inh 0, CHRM5 PAM 3, CHRM4 antagonist 6, CHRM5 agonist 0, CRFR2-BP ag -0.2, CHRM5 antagonist 5, CRFR2-BP antag 2, M4 ag 1 and CHRM4 PAM 7.
O=C(NNC(=O)C1CC1)Nc1ccc(Cl)cc1 was read as CHRM5 PAM -5, CHRM4 antagonist -3, CHRM5 agonist -2, CRFR2-BP ag 1.2, CHRM5 antagonist 15, CRFR2-BP antag -1, M4 ag 2 and CHRM4 PAM 4.
For COc1ccc(C(=O)OCn2nnc3ccccc3c2=O)cc1OC the results were IDE cell inh 6, CHRM5 PAM -1, CHRM4 antagonist -18, CHRM5 agonist -3, CRFR2-BP ag -2.3, CHRM5 antagonist -4, CRFR2-BP antag 14, M4 ag 1 and CHRM4 PAM 4.
FC(F)(F)c1cnc2c(-c3ccc(Cl)cc3Cl)noc2c1 was read as IDE cell inh -5, CHRM5 PAM 3, CHRM4 antagonist 12, CHRM5 agonist 2, CRFR2-BP ag -0.8, CHRM5 antagonist -2, CRFR2-BP antag 25, M4 ag 0 and CHRM4 PAM 13.
`O[C@H]1CN(Cc2cccs2)[C@@H](c2ccccc2)C[C@@H]1n1cc(C2CC2)nn1` gave CHRM5 PAM 2, CHRM4 antagonist -10, CHRM5 agonist 2, CRFR2-BP ag 2.6, CHRM5 antagonist -1, CRFR2-BP antag 9, M4 ag 0 and CHRM4 PAM 6.
For C=CCSc1nc(C)c(Cc2cccc3ccccc23)c(=O)[nH]1 the results were IDE cell inh 1, CHRM5 PAM -14, CHRM4 antagonist -7, CHRM5 agonist -8, CRFR2-BP ag 1.7, CHRM5 antagonist 0, CRFR2-BP antag -80, M4 ag 3 and CHRM4 PAM -4.
Screening O=C1c2ccccc2NC2(CCCC2)N1O returned IDE cell inh -1, CHRM5 PAM 2, CHRM4 antagonist -5, CHRM5 agonist -2, CRFR2-BP ag 0.9, CHRM5 antagonist 1, CRFR2-BP antag -27, M4 ag 1 and CHRM4 PAM 5.
For COc1cc(NC(=O)c2cccnc2)ccc1NC(=O)c1ccccc1Cl the results were IDE cell inh 2, CHRM5 PAM -10, CHRM4 antagonist 4, CHRM5 agonist -1, CRFR2-BP ag -0.7, CHRM5 antagonist 16, CRFR2-BP antag -8, M4 ag 8 and CHRM4 PAM -1.
For COC(=O)CC(=O)O[C@H]1C=C[C@@H](NC(=O)OC(C)(C)C)C1 the results were CHRM5 PAM 0, CHRM4 antagonist -7, CHRM5 agonist 0, CRFR2-BP ag 1.4, CHRM5 antagonist -8, CRFR2-BP antag 8, M4 ag 1 and CHRM4 PAM -1.
`COc1ccc(C(=O)/C=C2\C(=O)Nc3ccc(Br)cc32)cc1` gave CHRM5 PAM 5, CHRM4 antagonist 27*, CHRM5 agonist 14, CRFR2-BP ag 5.2, CHRM5 antagonist 12, CRFR2-BP antag 12, M4 ag 5 and CHRM4 PAM -9.
`Cc1ccc(NC(=O)CNc2cc(S(=O)(=O)N3CCOCC3)ccc2NCC2CCCO2)cc1F` (stereo not given) gave IDE cell inh 5, CHRM5 PAM -2, CHRM4 antagonist -5, CHRM5 agonist -5, CRFR2-BP ag -0.2, CHRM5 antagonist -1, CRFR2-BP antag 4, M4 ag 3 and CHRM4 PAM 3.
CC(C)(C)OC(=O)N1CCC(C(=O)NCC2CCCO2)CC1 (stereo not given) was read as IDE cell inh -10, CHRM5 PAM 8, CHRM4 antagonist -6, CHRM5 agonist 2, CRFR2-BP ag 1.3, CHRM5 antagonist 5, CRFR2-BP antag 9, M4 ag 0 and CHRM4 PAM 3.
Nc1nc2ncccc2cc1C(=O)NC1CCCCC1 was read as CHRM5 PAM 1, CHRM4 antagonist -3, CHRM5 agonist 1, CHRM5 antagonist 5, M4 ag 1 and CHRM4 PAM 1.
CCC(Sc1nc(N)cc(=O)[nH]1)C(=O)Nc1cc(C)on1 (stereo not given) was read as IDE cell inh 4, CHRM5 PAM 13, CHRM4 antagonist -14, CHRM5 agonist -2, CRFR2-BP ag -3.0, CHRM5 antagonist 1, CRFR2-BP antag -4, M4 ag 2 and CHRM4 PAM 26*.
Screening COc1ccc(N2CCN(C(=S)Nc3cccc(OC)c3)CC2)cc1 returned IDE cell inh 8, CHRM5 PAM -1, CHRM4 antagonist -12, CHRM5 agonist -2, CRFR2-BP ag 0.4, CHRM5 antagonist 7, CRFR2-BP antag 0, M4 ag 2 and CHRM4 PAM 1.
COCCC(=O)N1CCC(Oc2ccc(C(=O)NCCC3=CCCCC3)cc2)CC1 was read as IDE cell inh -1, CHRM5 PAM 11, CHRM4 antagonist 1, CHRM5 agonist 0, CRFR2-BP ag 2.3, CHRM5 antagonist -9, CRFR2-BP antag -1, M4 ag 0 and CHRM4 PAM 0.
`COC(=O)c1c(-c2ccccc2)csc1NC(=O)c1ccco1` gave IDE cell inh 3, CHRM5 PAM 3, CHRM4 antagonist -4, CHRM5 agonist 1, CRFR2-BP ag 1.1, CHRM5 antagonist 6, CRFR2-BP antag -9, M4 ag 0 and CHRM4 PAM 4.
For CC(C)(C)c1ccc(OCC(=O)Nc2ccc(-c3nc4cccnc4o3)cc2)cc1 the results were IDE cell inh 3, CHRM5 PAM 4, CHRM4 antagonist -10, CHRM5 agonist -2, CRFR2-BP ag 3.3, CHRM5 antagonist -1, CRFR2-BP antag -36, M4 ag 1 and CHRM4 PAM 9.
CC(C)(C)CC(C)(C)NC(=O)c1ccc2snnc2c1 was read as IDE cell inh -1, CHRM5 PAM -1, CHRM4 antagonist -8, CHRM5 agonist -8, CRFR2-BP ag -2.9, CHRM5 antagonist 2, CRFR2-BP antag -1, M4 ag 0 and CHRM4 PAM 3.
For C=CCn1c(-c2csc(-c3ccccc3)n2)n[nH]c1=S the results were IDE cell inh 6, CHRM5 PAM 1, CHRM4 antagonist 0, CHRM5 agonist -3, CRFR2-BP ag -1.5, CHRM5 antagonist -1, CRFR2-BP antag 13, M4 ag 0 and CHRM4 PAM 4.
O=C(CCCc1ccccc1)Nc1ccnn1C1CCN(Cc2ccccc2)CC1 was read as IDE cell inh 9, CHRM5 PAM -11, CHRM4 antagonist -15, CHRM5 agonist -7, CRFR2-BP ag 0.0, CHRM5 antagonist 8, CRFR2-BP antag -4, M4 ag 9 and CHRM4 PAM -2.
`Cc1cc(C)c(C#N)c(Nc2cccc(Br)c2)n1` gave IDE cell inh -4, CHRM5 PAM 2, CHRM4 antagonist -13, CHRM5 agonist -1, CRFR2-BP ag -1.1, CHRM5 antagonist 14, CRFR2-BP antag -4, M4 ag -1 and CHRM4 PAM 6.
Screening CC(=O)c1ccc(NC(=S)N(C)C2CCN(C)CC2)cc1 returned IDE cell inh -1, CHRM5 PAM 3, CHRM4 antagonist 11, CHRM5 agonist 1, CRFR2-BP ag 1.5, CHRM5 antagonist -2, CRFR2-BP antag 12, M4 ag 1 and CHRM4 PAM 1.
For CNCC(O)C(O)C(O)C(O)CO (stereo not given) the results were IDE cell inh 3, CHRM5 PAM 4, CHRM4 antagonist 3, CHRM5 agonist 1, CRFR2-BP ag -0.8, CHRM5 antagonist 3, CRFR2-BP antag -14, M4 ag 0 and CHRM4 PAM 5.
